# Source: PubChem BioAssay
# DENV2 CPE rescue = inhibitors of DENV2 cytopathic effect, primary screen, cell-based, plate reader, single concentration; DENV2-infected cells, cytopathic effect rescue; CPE inhibition, % at 9.99 µM; actives 1.7% (n = 350,000); AID 651640, 2012; in the data active = CPE inhibition above about 20%, passing the limit was not always enough; inconclusive = no clear call, values can overlap the other calls; tested in BHK-21 cells;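 note: 0% = median of neutral control wells and 100% = median of positive control wells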
# CFTR F508del cor = F508del CFTR correction, initial screen, CFBE line, single point | CFBE cells, YFP halide quenching; stimulated with forskolin plus potentiator P3; % fluorescence drop versus neutral controls | activity (quench increase), % at 7.58 µM | actives 0.36% (n = 350,000) | AID 720511, 2013;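 active = mean added fluorescence quench of at least 8% versus neutral control, with both replicates also reaching 8%; inconclusive = only one of the mean or replicate conditions met; inactive = mean below 8% and not both replicates reaching 8%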;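 note: cells transiently co-express mutant CFTR-F508del with the halide-sensitive YFP; corrector assay measuring rescue of mutant channel to the surface after 24 h compound exposure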
# ERp5 inh = inhibitors of ERp5-driven insulin aggregation, primary screen, biochemical, turbidity, absorbance 650 nm, single point; Protein disulfide-isomerase A6 (Homo sapiens), Q15084; actives 0.05% (n = 350,000); inhibition, % at 9.99 µM; AID 651711, 2012; 90 min;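 active = mean replicate inhibition above about 25%, with every replicate also reaching it, limit read from the data, passing the limit was not always enough; inconclusive = only one of those two criteria met; inactive = neither criterion met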
# Target sequence (Q15084 whole entry, looked up): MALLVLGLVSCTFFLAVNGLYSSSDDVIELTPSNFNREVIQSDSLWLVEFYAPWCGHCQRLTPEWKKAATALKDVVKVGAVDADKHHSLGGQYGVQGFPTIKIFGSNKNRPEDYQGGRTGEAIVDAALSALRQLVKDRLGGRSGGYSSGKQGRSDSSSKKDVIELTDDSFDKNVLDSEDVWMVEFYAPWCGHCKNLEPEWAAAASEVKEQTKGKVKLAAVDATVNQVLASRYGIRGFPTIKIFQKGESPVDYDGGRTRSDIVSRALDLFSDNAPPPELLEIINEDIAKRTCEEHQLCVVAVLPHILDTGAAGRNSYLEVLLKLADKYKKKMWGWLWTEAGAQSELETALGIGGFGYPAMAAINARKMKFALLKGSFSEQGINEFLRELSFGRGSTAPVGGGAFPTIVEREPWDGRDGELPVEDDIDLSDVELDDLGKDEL
# EWS-Fli inh = EWS/Fli-driven NR0B1 reporter inhibitors, primary screen, A673 cells, NR0B1 luciferase, luminescence, MLPCN library; AID 651661, 2012; viability-normalised; actives 0.67% (n = 350,000); inhibition, % at 12.6 µM;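 active = mean inhibition of at least 50% after viability correction, with every replicate also passing that limit; inconclusive = mean reaches 50% but only one of two replicates passes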;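 note: firefly luciferase signal divided by Alamar Blue viability fluorescence both relative to DMSO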
# PAX8 inh HTS = inhibitors of PAX8-driven TPO luciferase reporter, primary screen, RMG-I cells, single concentration; SteadyGlo, 24 h; inhibition, % at 12.6 µM; actives 1.2% (n = 360,000);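 active = mean replicate inhibition at least 60% with every replicate also reaching 60%; inconclusive = only one of the two criteria is met; inactive = mean below 60% and not all replicates reaching 60%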;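 note: luciferase light reporting Pax8 driven TPO promoter activity; plate controls were median of neutral control wells for no effect and mitoxantrone controls for full effect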
# ARNT-TACC3 inh = disruptors of ARNT/TACC3 protein interaction, primary screen, biochemical, AlphaScreen, single concentration; AlphaScreen His-ARNT PAS-B/GST-TACC3 binding, luminescence; TACC3 fragment carries E629A point mutation; inhibition, % at 9.99 µM; actives 0.66% (n = 390,000); AID 623870, 2012;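 active = mean inhibition of replicates at least 50% and at least half of replicates each reaching 50%; inconclusive = half or more replicates reach 50% but mean below 50%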;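 note: 0% = complete ARNT plus TACC3 wells and 100% = ARNT alone without TACC3; many hits fall short of the cut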
# XiGFP reactiv = activators of inactive X chromosome reactivation, primary screen, imaging, XiGFP fibroblasts, GFP high-content imaging, set 2. XiGFP mouse fibroblasts, % GFP-positive cells imaging, 3 d; cells co-treated with 5-aza-dC sensitizer; scaled so ellipticine positive control = 100%. activation, % at 7.58 µM. actives 0.055% (n = 360,000). AID 743238, 2013;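 active = mean normalized replicate activation at least 10% and every replicate at or above 10%; inconclusive = only one of the two criteria met; inactive = mean below 10% and not all replicates reach 10%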;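 note: 0% = median of on-plate neutral control wells and 100% = ellipticine 6 µM median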
#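 material = 68-5-11 XiGFP fibroblast line | medium = DMEM plus 5-aza-dC sensitizer | schedule = 3 days compound exposure | benchmarks = positive control ellipticine, 6 µM final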
# GSIS activator = GLuc luminescence reporter in INS-1E cells, primary screen for activators of glucose-dependent secretion of insulin; INS-1E GLuc reporter insulin secretion, 2-3 h; activation, % at 16.6 µM; actives 0.61% (n = 370,000);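 active = lowest replicate activation of at least 40%, so every replicate reaches that level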;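 note: 0% = median of neutral control wells and 100% = median of IBMX positive control wells; some compounds called inactive have numbers as strong as hits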
# The depositor's hits bear a star; ? = inconclusive; · = no result given.
SMILES,DENV2 CPE rescue,CFTR F508del cor,ERp5 inh,EWS-Fli inh,PAX8 inh HTS,ARNT-TACC3 inh,XiGFP reactiv,GSIS activator
CC(=O)NC/C(C)=N\Nc1ccc([N+](=O)[O-])cc1,·,·,·,·,-20,2,0.3,-7
CCCNC(=O)C1(C)CCCN(Cc2ccc(-n3ccnc3)cc2)C1 (configuration not stated),14,-1.8,6,-3,-14,·,0.2,22
O=C1C=C(c2ccnc3cc(Cl)ccc23)C[C@@H](c2ccc3c(c2)OCO3)C1,·,0.7,3,17,14,-3,0.5,-27
C[C@@H]1CN([C@H](C)CO)S(=O)(=O)c2ccc(C#CC3CC3)cc2O[C@@H]1CN(C)Cc1cncnc1,·,2.6,·,-7,·,·,0.3,-2
CCOC(=O)c1c(NC(=O)CSc2nc3ccc(OC)cc3[nH]2)sc2c1CC(C)(C)NC2(C)C,-12,-0.5,-4,8,28,14,-0.1,-16
C[C@@H]1CN([C@@H](C)CO)S(=O)(=O)c2ccc(-c3cncnc3)cc2O[C@@H]1CN(C)C(=O)Cc1ccccc1,2,-1.9,-2,-12,-6,-9,-1.0,-4
Cc1ccc(SCCC(=O)OCC(=O)NCC2CCCCC2)cc1,2,-2.8,0,-6,17,-5,1.5,3
O=C(COC(=O)c1ccc([N+](=O)[O-])o1)NC12CC3CC(CC(C3)C1)C2,?,3.0,-6,-10,3,31*,0.0,1
CCOc1ccc(S(=O)(=O)/N=C(/Nc2ccc(C)c(S(=O)(=O)N3CCOCC3)c2)c2ccccc2)cc1,-4,-4.2,-1,16,6,-16,0.1,-18
COc1cccc(/C=C(/C(=O)OCC(=O)NC2CCCC(C)C2C)c2ccccc2)c1 (configuration not stated),·,·,·,·,20,-2,0.5,-27
C[C@H]1CN([C@@H](C)CO)C(=O)c2cc(NC(=O)Nc3cccc4ccccc34)ccc2O[C@H]1CN(C)Cc1ccc(-c2ccccc2)cc1,-1,4.3,0,6,·,11,-0.4,11
COc1ccc(CN2CCCC(CO)(Cc3cccc(Cl)c3)C2)cc1OC (configuration not stated),-1,0.6,2,9,16,0,0.3,-6
O=C([C@H]1[C@H](CO)[C@H]2Cn3c(ccc(-c4ccncc4)c3=O)[C@@H]1N2Cc1ccccc1)N1CCOCC1,2,-2.3,5,-3,-1,-1,0.0,-4
Cc1nc2c(c(C)c1C#N)C(=O)c1ccccc1-2,3,-1.9,5,12,4,·,-0.1,2
O=C(CCN1CCCO1)N1CCCC(N2CCN(c3ccccc3F)CC2)C1 (configuration not stated),-5,2.1,-1,·,-4,-10,0.0,8
C[C@H](CO)N1C[C@H](C)[C@H](CN(C)CC2CCCCC2)OCCCC[C@H](C)Oc2ccc(NS(C)(=O)=O)cc2C1=O,?,0.8,0,1,1,-6,0.2,4
O=C(CN1C(=O)NC2(CCCCCC2)C1=O)c1ccc(Cl)cc1,5,1.7,-3,-63,-76,-6,0.0,-6
O=C(c1ccccc1F)N1C[C@H]2[C@@H](c3ccccc31)[C@@H](CO)N2C(=O)c1ccc(F)cc1,-13,1.0,0,4,-31,-14,0.1,-2
Cn1c(N)c(C(=O)COC(=O)COc2ccc(Cl)cc2)c(=O)n(C)c1=O,-5,3.3,6,6,1,2,0.1,0
NC(CC(=O)O)c1ccc(F)cc1 (configuration not stated),·,·,·,·,12,-13,0.0,6
COc1ccc(NC(=O)Nc2ccc3c(c2)CC(=O)N([C@H](C)CO)C[C@@H](C)[C@@H](CN(C)S(=O)(=O)c2ccc(C)cc2)O3)cc1,·,2.9,·,2,-7,·,0.3,-5
O=C(Cc1ccccn1)N1[C@@H]2CNc3ccccc3[C@@H]2[C@@H]1CO,17,-1.6,4,-1,-15,3,0.0,7
C/C=C/C=C\C(=O)Nc1cccc(C2=NOC3(C2)C[C@@H](C(N)=O)N(C(=O)c2cc([N+](=O)[O-])cc([N+](=O)[O-])c2)C3)c1 (some centres not stated),-9,0.8,4,-10,6,-1,0.0,8
C[C@H](CO)N1C[C@H](C)[C@@H](CN(C)C(=O)CN2CCOCC2)Oc2ncc(/C=C/c3ccccc3)cc2C1=O,-3,2.7,-2,-7,-23,-1,0.8,-13
COCC(=O)N(C)C[C@H]1[C@H](c2ccccc2)[C@@H](CO)N1C(=O)Cc1ccncc1,10,-1.6,-1,-3,7,-6,0.3,-1
C[C@@H]1CN([C@H](C)CO)C(=O)c2cc(C#CC3(O)CCCC3)cnc2O[C@H]1CN(C)C(=O)CN(C)C,10,-0.1,-2,-1,·,-2,-0.7,3
C[C@@H]1CN([C@H](C)CO)S(=O)(=O)c2ccc(-c3ccc(F)cc3)cc2O[C@H]1CN(C)C(=O)Nc1ccc(F)cc1,·,0.4,·,22,·,·,-0.2,-23
Cn1nccc1NC(=O)Nc1cccc(Cl)c1Cl,-1,-0.1,·,10,24,-10,0.0,·
CN(CCOc1ccc(Cl)cc1)C(=O)c1cc([N+](=O)[O-])ccc1N1CCOCC1,-5,-0.6,-2,3,2,8,-0.1,-5
Cc1ccc(CONS(=O)(=O)c2cc(C)ccc2C)cc1,2,-2.2,-6,1,-3,·,0.0,-32
C[C@H]1CN([C@@H](C)CO)C(=O)c2cc(NC(=O)C3CCCCC3)ccc2O[C@@H]1CN(C)S(=O)(=O)c1ccccc1,12,0.2,1,6,22,37,0.2,-12
O=C(NCc1ccccc1)c1ccc(-c2cn[nH]c2)c2ccoc12,-6,-6.1,13,-17,-77,·,0.3,22
CCOC(=O)c1ccc(NS(=O)(=O)c2ccc(-c3coc(C)n3)cc2)cc1,0,-2.0,-14,·,-13,-4,-0.1,9
Cc1noc(C)c1NC(=O)N(C)C[C@H]1Oc2ccc(NC(=O)Nc3ccc(C(F)(F)F)cc3)cc2CC(=O)N([C@H](C)CO)C[C@@H]1C,-5,-0.6,2,1,-11,0,0.2,18
COc1cccc(Oc2ccc(OC)cc2C(=O)O)c1,?,-0.1,4,14,30,-3,0.0,8
O=C(O)CC12CC3CC(C1)CC(n1cncn1)(C3)C2,-11,0.8,11,-6,-18,·,0.1,-5
O=C1CC(N2CCOCC2)=NN1c1ccc([N+](=O)[O-])cc1,2,-2.6,2,-22,-6,17,-0.1,-8
O=C(NCC1CCN(S(=O)(=O)c2ccccc2)CC1)Nc1ccccc1,-1,-4.2,-8,5,-11,-4,-0.1,-3
CN1CCN(S(=O)(=O)c2ccc(N(C)Cc3ccc(C(F)(F)F)cc3)c([N+](=O)[O-])c2)CC1,-2,5.9,6,25,18,·,0.0,-13
CC(=O)N1[C@H](CO)[C@@H](c2ccccc2)C12CN(Cc1nccs1)C2,3,-0.9,2,8,-9,·,0.0,22
Cc1ccc(S(=O)(=O)NCC(=O)OCC(=O)NC2CCCCC2)cc1,6,0.5,-1,7,9,9,0.4,-33
CCOC(=O)C1=C(O)/C(=C\c2cc(C)n(-c3ccc(F)cc3)c2C)N=C1C,-7,-6.5,-1,0,14,14,0.0,-4
Cc1c(NP(=O)(Oc2ccccc2F)Oc2ccccc2F)c(=O)n(-c2ccccc2)n1C,-6,·,0,-7,7,-13,0.3,4
C=CCC(=O)N1CCCC(CO)(Cc2ccc(F)cc2F)C1 (configuration not stated),3,-2.0,5,0,-17,-12,0.0,-13
CCCNC(=O)C[C@H]1C[C@@H]2c3cc(NC(=O)NC4CCCC4)ccc3O[C@@H]2[C@@H](CO)O1,-9,0.6,8,-13,-7,-1,0.0,-3

# Reprinted from the part before: 2 compounds, then new ones.
SMILES,DENV2 CPE rescue,CFTR F508del cor,ERp5 inh,EWS-Fli inh,PAX8 inh HTS,ARNT-TACC3 inh,XiGFP reactiv,GSIS activator
C=CCC(=O)N1CCCC(CO)(Cc2ccc(F)cc2F)C1 (configuration not stated),3,-2.0,5,0,-17,-12,0.0,-13
CCCNC(=O)C[C@H]1C[C@@H]2c3cc(NC(=O)NC4CCCC4)ccc3O[C@@H]2[C@@H](CO)O1,-9,0.6,8,-13,-7,-1,0.0,-3
CC1=C(O)C(=O)OC1c1c(Cl)cccc1Cl (configuration not stated),3,0.5,-2,-1,9,-3,0.0,·
CSc1cccc(NC(=O)c2cc(S(=O)(=O)N3CCc4ccccc43)cn2C)c1,3,-2.0,-16,13,54,-2,0.1,·
O=C(NCc1cccnc1)C1CCC(CNS(=O)(=O)c2ccc(Cl)cc2)CC1 (configuration not stated),-7,-0.4,0,15,4,6,0.2,10
O=C1CN(C(=O)N[C@@H](Cc2ccccc2)C(=O)N[C@H](C(=O)O)c2ccccc2)c2ccccc2N1,-1,-1.8,8,·,2,-5,0.0,11
CC(=O)c1ccc(N(CC(=O)NC2CCS(=O)(=O)C2)S(=O)(=O)c2ccc(C)cc2)cc1 (configuration not stated),-3,-1.2,2,-2,8,-3,-0.1,4
O=C(CC(Nc1ccc(Cl)cc1Cl)C(=O)O)c1ccccc1 (configuration not stated),-4,-0.5,6,38,-19,0,-0.2,-25
CCc1ccccc1NC1c2ccccc2C(=O)N1c1cc(C)ccn1 (configuration not stated),-3,2.4,-9,-2,-42,-2,-0.1,4
CCC(C)(C)NC(=O)C(c1cccc(OC)c1OC)N(CCOC)C(=O)CCC(=O)Nc1cc(C)on1 (configuration not stated),?,2.4,1,-2,-2,-3,0.0,-14
CC(Oc1ccccc1F)C(=O)NC1CCS(=O)(=O)C1 (configuration not stated),1,2.9,10,1,15,-6,1.3,7
Cc1cc(NC(=O)COC(=O)c2ccc(S(=O)(=O)N3CCCC3)cc2)no1,·,-4.5,-4,9,4,3,0.0,11
COc1ccc2c3c([nH]c2c1)[C@H](CO)N(C(=O)C1CCCCC1)CC31CCN(C)CC1,7,-3.0,1,6,-26,·,0.1,7
N=c1c2ccccc2nnn1-c1ccccc1[N+](=O)[O-],-1,1.2,-3,-7,20,-4,0.0,-6
COc1cc(/C=N/n2nnnc2N)cc(Cl)c1OC,8,-0.1,0,5,-15,-3,-0.1,-7
C[C@@H]1CN([C@H](C)CO)C(=O)c2cc(NC(=O)CCN3CCOCC3)ccc2O[C@H]1CN(C)Cc1ccccc1,-8,-1.9,0,-10,-18,0,-1.2,14
N#C/C(=C\c1cccnc1)c1ccc(Br)cc1,-2,-1.4,5,-16,-7,-7,0.0,5
Cc1cc2nc3ccc(N(C)C)cc3nc2cc1N,-3,-0.3,·,23,-4,14,1.6,·
COc1ccccc1C(=O)OC(C)CN1CCN(C)CC1 (configuration not stated),-5,0.0,-3,8,-3,-5,0.1,8
CCC(C)NC(=O)c1nc2c(nnn2Cc2ccccc2Cl)c(=O)[nH]1 (configuration not stated),-5,-0.6,-1,11,-2,6,0.3,-14
Cn1nnnc1SCc1csc(C2C(C#N)=C(N)OC3=C2C(=O)CCC3)c1 (configuration not stated),·,0.1,-5,4,3,-3,0.2,3
O=c1[nH]c(CN2CCOCC2)nc2cc(Cl)ccc12,·,1.2,-2,5,4,3,0.0,-8
CC(C)c1cc(C(=O)N/N=C/c2ccoc2)cs1,9,1.0,2,-10,-70,3,-0.1,13
